MC4R antag cAMP: human MC4R antagonism in cAMP assay | P32245 | AID 540295 | MC4R-expressing cells, MTII-stimulated cAMP, LANCE TR-FRET | 360,000 tested, 0.48% active | inhibition, % at 6.5 µM;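 active means inhibition above its plate's cutoff, the mean of tested wells on that plate plus 3 SD, cut at about 29% in these data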;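 further: 0% = Melanotan II alone and 100% = Melanotan II plus saturating MCL0020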
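Assay system: U2OS-MC4R stable cell line; Also added: Melanotan II; Technique: Eu-cAMP/anti-cAMP TR-FRET, emission 671 nm; Times: 30-min compound, 1-h challenge, 1-h detection, room temperature.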
Granule exo inh: lytic granule exocytosis inhibition | TALL-104 LAMP-1 surface exposure, flow cytometry; cells stimulated with thapsigargin and PMA | 360,000 tested, 0.66% active | inhibition, % at 10 µM;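 active means inhibition above about 55%, limit read from the data; inconclusive means no clear call, values can overlap the other calls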
MC4R barr agon: activates human MC4R beta-arrestin recruitment; P32245; U2OS MC4R beta-arrestin complementation, luminescence; percent of melanotan II response, DMSO zero; activation, % at 8.9 µM; 360,000 tested, 0.98% active; AID 540308;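 active means activation above a per-plate cutoff, the mean activation of sample wells on that plate plus 3 SD, cut at about 8% in these data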
NOD2-RIPK2 inh: NOD2-RIPK2 protein interaction inhibition; O43353; CHO BLA complementation NOD2-RIPK2, CCF4 ratio; inhibition, % at 4.98 µM; 360,000 tested, 0.38% active; in the data active means inhibition above about 21%;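 further: 0% = vehicle only and 100% = reference blocker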
TLR9-MyD88 block: inhibitors of human TLR9-MyD88 binding. Q9NR96+Q99836. 340,000 tested, 0.21% active. AID 504734. CHO BLA complementation TLR9-MyD88, CCF4 FRET ratio. inhibition, % at 4.98 µM;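 active means inhibition above the mean over all tested compounds plus 3 SD, cut at about 21% in these data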;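 further: 0% = DMSO only wells and 100% = clavulanate BLA inhibitor control wells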
Target sequence (Q99836 whole entry, looked up): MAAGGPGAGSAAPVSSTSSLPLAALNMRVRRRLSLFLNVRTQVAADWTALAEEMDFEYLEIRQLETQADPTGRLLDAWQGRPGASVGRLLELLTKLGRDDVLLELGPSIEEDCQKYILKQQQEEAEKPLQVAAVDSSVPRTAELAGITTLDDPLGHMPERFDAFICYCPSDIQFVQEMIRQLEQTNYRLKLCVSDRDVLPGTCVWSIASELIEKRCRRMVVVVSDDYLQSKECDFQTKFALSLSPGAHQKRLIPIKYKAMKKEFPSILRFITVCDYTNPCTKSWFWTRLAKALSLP
Target sequence (Q9NR96 whole entry, looked up): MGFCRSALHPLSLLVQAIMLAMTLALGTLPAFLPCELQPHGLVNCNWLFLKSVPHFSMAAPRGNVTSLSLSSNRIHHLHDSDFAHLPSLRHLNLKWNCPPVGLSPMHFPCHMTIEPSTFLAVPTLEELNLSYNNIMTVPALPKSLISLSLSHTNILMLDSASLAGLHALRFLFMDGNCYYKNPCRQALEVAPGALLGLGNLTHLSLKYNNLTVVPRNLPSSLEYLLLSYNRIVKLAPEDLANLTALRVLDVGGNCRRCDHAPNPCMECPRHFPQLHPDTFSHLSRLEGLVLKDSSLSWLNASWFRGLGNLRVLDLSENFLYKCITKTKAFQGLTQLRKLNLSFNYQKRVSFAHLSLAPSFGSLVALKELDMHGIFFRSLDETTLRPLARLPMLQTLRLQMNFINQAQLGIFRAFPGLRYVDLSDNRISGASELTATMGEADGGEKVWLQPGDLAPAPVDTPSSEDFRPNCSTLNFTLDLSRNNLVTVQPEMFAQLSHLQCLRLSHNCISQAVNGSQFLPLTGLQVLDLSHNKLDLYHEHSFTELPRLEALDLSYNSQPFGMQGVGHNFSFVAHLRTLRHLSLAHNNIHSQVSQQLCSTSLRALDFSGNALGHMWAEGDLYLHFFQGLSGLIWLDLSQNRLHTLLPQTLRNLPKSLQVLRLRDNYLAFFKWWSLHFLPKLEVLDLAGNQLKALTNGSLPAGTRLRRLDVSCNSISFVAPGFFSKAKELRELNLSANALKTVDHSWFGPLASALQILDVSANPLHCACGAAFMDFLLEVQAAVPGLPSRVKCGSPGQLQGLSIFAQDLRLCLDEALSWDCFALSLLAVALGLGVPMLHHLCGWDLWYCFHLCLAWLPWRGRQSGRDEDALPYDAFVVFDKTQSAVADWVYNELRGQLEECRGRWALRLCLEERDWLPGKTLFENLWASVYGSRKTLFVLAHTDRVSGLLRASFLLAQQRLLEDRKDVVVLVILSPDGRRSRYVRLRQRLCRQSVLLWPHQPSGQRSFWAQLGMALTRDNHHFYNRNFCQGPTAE
ABCB6 inh 2: human ABCB6 transporter inhibition. K562-ABCB6 porphyrin accumulation, flow cytometry, 1 h; active compounds read low. fluorescence ratio to DMSO, % at 10 µM. 360,000 tested, 0.19% active;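 active means fluorescence ratio to DMSO below 75%, the collection mean minus 3 SD; inconclusive means too few cells collected in the well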;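 further: signal is porphyrin accumulated inside mitochondria; 100% equals median channel fluorescence of DMSO control wells; lower ratio means ABCB6 inhibition with less porphyrin fluorescence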
aDG glyco up: alpha-DG glycosylation activation; AID 624168; Pro5-aDG cells, alpha-DG glycosylation AlphaScreen (IIH6); 0% Pro5, 100% B10-LARGE cell signal; activation, % at 10 µM; 360,000 tested, 0.22% active;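 active means activation of at least 8% versus controls, or a plate z-score of at least 8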;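 further: Pro5 are CHO cells carrying HIG-tagged alpha-DG that lacks glycosylation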
Glyco luc inh: blocks N-linked glycosylation in D54 reporter cells; D54 ERlucT glycosylation luciferase reporter, 24 h; percent of 100 nM tunicamycin response; reporter increase, % at 12.5 µM; 360,000 tested, 0.23% active; AID 588692;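 active means mean luciferase reporter signal, scaled so untreated is 0 and the glycosylation-blocking control 100, at or above a set limit in every replicate; inconclusive means mean reaches the limit but not every replicate does; inactive means mean below the limit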;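 further: luciferase carries N-glycosylation sites so blocking glycosylation raises the light; 0% = median of neutral control wells and 100% = median of 100 nM tunicamycin wells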
ABHD5-PLIN5 inh: blocks binding of human ABHD5 to perilipin-5. Split G. princeps luciferase complementation, luminescence, 4 h. inhibition, % at 4 µM. 360,000 tested, 0.78% active;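 active means inhibition above the mean inhibition across every tested compound plus 3 SD, cut at about 22% in these data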;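 further: 0% = DMSO only wells and the 100% control is not disclosed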
Vif imaging: HIV Vif inhibition; inhibition, % at 7.49 µM; HEK293T cells, Vif self-association by quenched fluorescence, imaging, 24 h; 340,000 tested, 0.35% active; in the data active means inhibition above about 50%, passing the limit was not always enough; inconclusive means no clear call, values can overlap the other calls; inactive means below about 31%; further: some results filed as inactive read as strong as hits
* marks the source's active call; other numbers are inactive results.

The opening 2 entries, ahead of the listing:
How did CC(C)CN1CCNC(=O)C1CC(=O)NCCc1ccc(C(F)(F)F)cc1 (stereo not given) do in these assays?
MC4R antag cAMP: 9; Granule exo inh: -2; MC4R barr agon: -2.8; NOD2-RIPK2 inh: 9; TLR9-MyD88 block: -9; ABCB6 inh 2: 101; aDG glyco up: 0.0; Glyco luc inh: -1; ABHD5-PLIN5 inh: -3; Vif imaging: 3

How did CC(=O)Nc1cccc(NC(=O)c2cccc(OCc3ccccc3)c2)c1 do in these assays?
MC4R antag cAMP: 0; Granule exo inh: 5; MC4R barr agon: 2.3; NOD2-RIPK2 inh: -5; TLR9-MyD88 block: -4; ABCB6 inh 2: 100; aDG glyco up: 0.5; Glyco luc inh: -1; ABHD5-PLIN5 inh: 7; Vif imaging: -8

The list itself, repeating the preview:
How did CC(C)CN1CCNC(=O)C1CC(=O)NCCc1ccc(C(F)(F)F)cc1 (stereo not given) do in these assays?
MC4R antag cAMP: 9; Granule exo inh: -2; MC4R barr agon: -2.8; NOD2-RIPK2 inh: 9; TLR9-MyD88 block: -9; ABCB6 inh 2: 101; aDG glyco up: 0.0; Glyco luc inh: -1; ABHD5-PLIN5 inh: -3; Vif imaging: 3

How did CC(=O)Nc1cccc(NC(=O)c2cccc(OCc3ccccc3)c2)c1 do in these assays?
MC4R antag cAMP: 0; Granule exo inh: 5; MC4R barr agon: 2.3; NOD2-RIPK2 inh: -5; TLR9-MyD88 block: -4; ABCB6 inh 2: 100; aDG glyco up: 0.5; Glyco luc inh: -1; ABHD5-PLIN5 inh: 7; Vif imaging: -8

How did O=C(N/N=C\c1ccc(Cl)cc1)c1sccc1-n1cccc1 do in these assays?
MC4R antag cAMP: -7; Granule exo inh: -2; MC4R barr agon: 7.7; NOD2-RIPK2 inh: -14; TLR9-MyD88 block: 2; ABCB6 inh 2: 96; aDG glyco up: -0.1; Glyco luc inh: -1; ABHD5-PLIN5 inh: -9; Vif imaging: 4

What do the screens show for `COC(=O)c1ccc(NC(=S)NCCCN2CCCC2=O)cc1`?
MC4R antag cAMP: 21; Granule exo inh: -2; MC4R barr agon: 0.6; NOD2-RIPK2 inh: -3; TLR9-MyD88 block: -8; ABCB6 inh 2: 99; aDG glyco up: 0.2; Glyco luc inh: 0; ABHD5-PLIN5 inh: 6; Vif imaging: 6

What do the screens show for `Cc1c(F)cccc1NS(=O)(=O)c1ccc(N2CCCC2=O)cc1`?
MC4R antag cAMP: -2; Granule exo inh: 6; MC4R barr agon: 0.3; NOD2-RIPK2 inh: -16; TLR9-MyD88 block: -3; ABCB6 inh 2: 97; aDG glyco up: -0.2; Glyco luc inh: 1; ABHD5-PLIN5 inh: -5; Vif imaging: inconclusive

Results for COc1ccc(NC(=O)N(C)C[C@H]2OCCCC[C@@H](C)Oc3ccc(N(C)C)cc3C(=O)N([C@H](C)CO)C[C@@H]2C)cc1 ?
MC4R antag cAMP: -5; Granule exo inh: 2; MC4R barr agon: -1.4; NOD2-RIPK2 inh: -10; TLR9-MyD88 block: -3; ABCB6 inh 2: 96; aDG glyco up: 0.1; Glyco luc inh: 0; ABHD5-PLIN5 inh: 0; Vif imaging: -4

Results for CC(C)(C)NS(=O)(=O)c1ccc(NC(=S)NC(=O)C2CC2)cc1 ?
MC4R antag cAMP: -6; Granule exo inh: -2; MC4R barr agon: 1.8; NOD2-RIPK2 inh: -2; TLR9-MyD88 block: -4; ABCB6 inh 2: 105; aDG glyco up: 0.2; Glyco luc inh: 2; ABHD5-PLIN5 inh: 7; Vif imaging: -7

How did Cc1cc(C)nc(SCc2nc3ncccn3c2Br)n1 do in these assays?
MC4R antag cAMP: 14; Granule exo inh: 0; MC4R barr agon: 0.0; NOD2-RIPK2 inh: 3; TLR9-MyD88 block: -5; ABCB6 inh 2: 92; aDG glyco up: 0.0; Glyco luc inh: 3; ABHD5-PLIN5 inh: -2; Vif imaging: -1

Results for CC(=O)Nc1ccc(S(=O)(=O)N2CCC(C(=O)NCCC(=O)Nc3nccs3)CC2)cc1 ?
MC4R antag cAMP: 1; Granule exo inh: 1; MC4R barr agon: 0.2; NOD2-RIPK2 inh: -8; TLR9-MyD88 block: -5; ABCB6 inh 2: 98; aDG glyco up: 0.3; Glyco luc inh: 0; ABHD5-PLIN5 inh: -2; Vif imaging: -3

What do the screens show for `Cc1ccc(NC(=O)C2CCCN(c3ncnc4c3nc3n4CCCCC3)C2)cc1Cl` (stereo not given)?
MC4R antag cAMP: 8; Granule exo inh: -4; MC4R barr agon: -0.8; NOD2-RIPK2 inh: -3; TLR9-MyD88 block: -2; ABCB6 inh 2: 99; aDG glyco up: 0.3; Glyco luc inh: 3; ABHD5-PLIN5 inh: 1; Vif imaging: -6

What do the screens show for `Cc1ccc(OCC(=O)NNC(=O)c2ccc(-n3cncn3)c([N+](=O)[O-])c2)cc1`?
MC4R antag cAMP: 3; Granule exo inh: 14; MC4R barr agon: -0.8; NOD2-RIPK2 inh: -3; TLR9-MyD88 block: 3; ABCB6 inh 2: 102; aDG glyco up: 0.1; Glyco luc inh: 2; ABHD5-PLIN5 inh: 6; Vif imaging: 2

How did CCN(CC)c1ccc(S(=O)(=O)N2CCOCC2)cc1NC(=O)CSc1nnc(N)s1 do in these assays?
MC4R antag cAMP: 1; Granule exo inh: -10; MC4R barr agon: -0.1; NOD2-RIPK2 inh: -13; TLR9-MyD88 block: 8; ABCB6 inh 2: 102; aDG glyco up: 1.1; Glyco luc inh: 1; ABHD5-PLIN5 inh: 3; Vif imaging: 11

Results for Cc1ccc(O)c(CCc2ccccc2)n1 ?
MC4R antag cAMP: 15; Granule exo inh: -1; MC4R barr agon: -1.9; NOD2-RIPK2 inh: -13; TLR9-MyD88 block: -2; ABCB6 inh 2: 102; aDG glyco up: -0.2; Glyco luc inh: 2; ABHD5-PLIN5 inh: -6; Vif imaging: 3

How did COc1cc([N+](=O)[O-])cc2cc(C(=O)N3CCN=C3c3ccccc3)c(=O)oc12 do in these assays?
MC4R antag cAMP: 16; Granule exo inh: 1; MC4R barr agon: -0.7; NOD2-RIPK2 inh: 4; TLR9-MyD88 block: 3; ABCB6 inh 2: 98; aDG glyco up: -0.2; Glyco luc inh: -2; ABHD5-PLIN5 inh: -3; Vif imaging: 10

What do the screens show for `CCOCCn1c(-c2ccc(OC)cc2)nc2ccccc21`?
MC4R antag cAMP: 5; Granule exo inh: 4; MC4R barr agon: 0.1; NOD2-RIPK2 inh: 4; TLR9-MyD88 block: 1; ABCB6 inh 2: 102; aDG glyco up: 0.0; Glyco luc inh: -1; ABHD5-PLIN5 inh: -4; Vif imaging: 13

How did COCOc1cc(O)c(C(=O)/C=C/c2ccc(OCOC)c(OCOC)c2)c(OCOC)c1 do in these assays?
MC4R antag cAMP: 26; Granule exo inh: 1; MC4R barr agon: 0.7; NOD2-RIPK2 inh: -11; ABCB6 inh 2: 102; aDG glyco up: -0.3; Glyco luc inh: 3; ABHD5-PLIN5 inh: -6; Vif imaging: -6

Results for Cc1ccc(-c2nnn(CC(=O)N(c3ccc(F)cc3)C(C(=O)NC3CCCC3)c3ccco3)n2)o1 (stereo not given) ?
MC4R antag cAMP: -1; Granule exo inh: -5; MC4R barr agon: 0.0; NOD2-RIPK2 inh: -3; TLR9-MyD88 block: 4; ABCB6 inh 2: 95; aDG glyco up: 0.1; Glyco luc inh: 3; ABHD5-PLIN5 inh: -4; Vif imaging: -7

What do the screens show for `O=C1Nc2ccc([N+](=O)[O-])cc2OC1CCN1CCN(c2ccccc2)CC1` (stereo not given)?
MC4R antag cAMP: 8; Granule exo inh: 1; MC4R barr agon: 0.8; NOD2-RIPK2 inh: 2; TLR9-MyD88 block: 6; ABCB6 inh 2: 92; aDG glyco up: 0.2; Glyco luc inh: 4; ABHD5-PLIN5 inh: 1; Vif imaging: -4

Results for O=C(Nc1ccccc1)N1CCCN(c2ccc(C(F)(F)F)cc2[N+](=O)[O-])CC1 ?
MC4R antag cAMP: 5; Granule exo inh: -8; MC4R barr agon: -1.9; NOD2-RIPK2 inh: -2; TLR9-MyD88 block: -4; ABCB6 inh 2: 98; aDG glyco up: 0.3; Glyco luc inh: 1; ABHD5-PLIN5 inh: -1; Vif imaging: 0

Results for O=C(c1ccccc1)c1cc2cc(Cl)ccc2[nH]1 ?
MC4R antag cAMP: 2; Granule exo inh: -2; MC4R barr agon: 8.3*; NOD2-RIPK2 inh: -12; TLR9-MyD88 block: 4; ABCB6 inh 2: 96; aDG glyco up: 0.0; Glyco luc inh: -2; ABHD5-PLIN5 inh: 0; Vif imaging: -7

What do the screens show for `OC1(C(F)(F)F)CC(O)(C(F)(F)F)n2nc(-c3ccccc3)cc2N1` (stereo not given)?
MC4R antag cAMP: 6; Granule exo inh: -10; MC4R barr agon: -0.2; NOD2-RIPK2 inh: -4; TLR9-MyD88 block: -3; ABCB6 inh 2: 90; aDG glyco up: 0.0; Glyco luc inh: -2; ABHD5-PLIN5 inh: -6; Vif imaging: 6

What do the screens show for `NC(=O)C1CCN(C(=O)c2ccc(NC3=NC4CS(=O)(=O)CC4S3)cc2)CC1` (stereo not given)?
MC4R antag cAMP: -2; Granule exo inh: 9; MC4R barr agon: -0.2; NOD2-RIPK2 inh: 3; TLR9-MyD88 block: -1; ABCB6 inh 2: 101; aDG glyco up: -0.3; Glyco luc inh: 0; ABHD5-PLIN5 inh: -2; Vif imaging: 3

How did Cc1cccc2cc(C(c3nnnn3Cc3ccccc3)N3CCN(c4ccccc4)CC3)c(=O)[nH]c12 (stereo not given) do in these assays?
MC4R antag cAMP: -1; Granule exo inh: -1; MC4R barr agon: -2.3; NOD2-RIPK2 inh: 2; TLR9-MyD88 block: -5; ABCB6 inh 2: 95; aDG glyco up: -0.1; Glyco luc inh: -1; ABHD5-PLIN5 inh: 5; Vif imaging: -6

What do the screens show for `CCc1nc(Nc2ccc3c(c2)OCCO3)c2oc3ccccc3c2n1`?
MC4R antag cAMP: -4; Granule exo inh: -1; MC4R barr agon: 5.2; NOD2-RIPK2 inh: -9; TLR9-MyD88 block: -11; ABCB6 inh 2: 96; aDG glyco up: 3.6; Glyco luc inh: -1; ABHD5-PLIN5 inh: 10; Vif imaging: -6

Results for CCCCN(C(=O)C1CCN(C(=O)c2ccccc2C)CC1)c1c(N)n(CC(C)C)c(=O)[nH]c1=O ?
MC4R antag cAMP: 6; Granule exo inh: 4; MC4R barr agon: -1.1; NOD2-RIPK2 inh: 7; TLR9-MyD88 block: 3; ABCB6 inh 2: 93; aDG glyco up: 0.1; Glyco luc inh: 1; ABHD5-PLIN5 inh: 2; Vif imaging: 2

What do the screens show for `Nc1c(C(=O)CSc2nccn2-c2cccc(F)c2)c(=O)[nH]c(=O)n1C1CC1`?
MC4R antag cAMP: 5; Granule exo inh: 1; MC4R barr agon: -0.7; NOD2-RIPK2 inh: 8; TLR9-MyD88 block: -5; ABCB6 inh 2: 97; aDG glyco up: 0.0; Glyco luc inh: 2; ABHD5-PLIN5 inh: -5; Vif imaging: -4

Results for O=C(CSc1nnnn1-c1ccc2c(c1)OCCO2)N1CCc2ccccc21 ?
MC4R antag cAMP: 9; Granule exo inh: -1; MC4R barr agon: 4.7; NOD2-RIPK2 inh: 1; TLR9-MyD88 block: -2; ABCB6 inh 2: 88; aDG glyco up: -0.4; Glyco luc inh: -3; ABHD5-PLIN5 inh: 5

Screening results deposited in PubChem by several laboratories.

Some of the compounds tested (hit frequency here may not be typical).
